Screening results: PubChem, The Scripps Research Institute Molecular Screening Center
TCR-CD3 inh: inhibitors of human TCR-CD3 interaction. actives 0.37% (n = 360,000). TAMRA-labeled TCR probe fluorescence, biochemical. inhibition, % at 9.4 µM; in the data active = inhibition above about 19%;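 also: recombinant mutant TCR 2C K166C tagged with TAMRA read by polarization; 0% = receptor in buffer alone and 100% = receptor with positive control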
PRMT1 inh: inhibitors of human PRMT1; recombinant PRMT1, activity-based probe fluorescence polarization; Q99873; inhibition, % at 2.79 µM; actives 1.3% (n = 370,000); AID 652257;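 active = inhibition above about 21% made by adding two undisclosed values, limit read from the data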
mABHD4 FP: inhibitors of mouse ABHD4 | inhibition, % at 8.92 µM | AID 720543 | Q8VD66 | purified mABHD4, FP-Rh probe fluorescence polarization | actives 0.54% (n = 370,000);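 active = inhibition exceeding the mean over every tested compound plus 3 SD, cut at about 30% in these data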;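 also: 0% = plate median of compound wells and 100% = S159A mutant with DMSO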
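assay system = mABHD4 protein | compound dosing = single nominal dose of 8.92 µM, 0.89% DMSO final | read-out basis = percent inhibition of probe binding, normalized to plate controls | schedule = Enzyme–compound pre-incubation 45 min, then probe 60 min, both 25 °C | detection = fluorescence polarization, excitation 525 nm, emission 598 nm, BODIPY TMR filters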
HTRA1 inhibitor: blocks human HTRA1 serine peptidase; Q92743; recombinant HTRA1, FP-rhodamine activity-based probe, fluorescence polarization; inhibition, % at 5.96 µM; actives 0.5% (n = 340,000); AID 504803; in the data active = inhibition above about 36%;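 also: 0% = enzyme with DMSO and 100% = wells lacking enzyme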
TDP2 inh: TDP2 (human) inhibition, absorbance primary screen; O95551; recombinant TDP2, T5PNP hydrolysis, p-nitrophenol absorbance 415 nm; inhibition, % at 12.8 µM; actives 0.34% (n = 370,000); AID 720702;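 active = inhibition above the mean of all tested compounds plus 3 SD, set per campaign, cut at about 25% in these data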;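 also: 0% = DMSO with enzyme and 100% = buffer with substrate but no TDP2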
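System – recombinant human TDP2 · Quantity – TDP2 enzyme at 120 nM final · Doses – single concentration, 12.8 µM nominal, with 1% DMSO · Incubation – 2 h at 37 °C · Measured by – epi absorbance of p-nitrophenol freed from T5PNP by hydrolysis · Read-out – % inhibition relative to enzyme-containing and enzyme-free wells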
SIAE inh: blocks human sialic acid acetylesterase; Q9HAT2; SIAE FP-Rh probe binding, fluorescence polarization; inhibition, % at 9.66 µM; AID 1053197; actives 0.69% (n = 370,000);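 active = inhibition above a cutoff: mean of compounds within the control limits plus 3 SD of those, cut at about 17% in these data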;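 also: 0% = plate median of compound wells and 100% = probe without SIAE protein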
PG9 binder: PG9 antibody binding by small molecule. TR-FRET gp120-PG9 antibody binding. inhibition, % at 6.7 µM. actives 0.43% (n = 360,000); in the data active = inhibition above about 8.5%
UHRF1 binding: human UHRF1 methylated DNA binding inhibitors; Q96T88; UHRF1 binding to methylated oligo, TR-FRET; AID 687016; actives 0.75% (n = 370,000); inhibition, % at 4.4 µM; in the data active = inhibition above about 21%;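 also: UHRF1 SRA domain binding a hemimethylated CpG hairpin DNA probe; 0% = median of test compound wells and 100% = reference inhibitor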
Target sequence (Q96T88 whole entry, looked up, the tested form may be a part): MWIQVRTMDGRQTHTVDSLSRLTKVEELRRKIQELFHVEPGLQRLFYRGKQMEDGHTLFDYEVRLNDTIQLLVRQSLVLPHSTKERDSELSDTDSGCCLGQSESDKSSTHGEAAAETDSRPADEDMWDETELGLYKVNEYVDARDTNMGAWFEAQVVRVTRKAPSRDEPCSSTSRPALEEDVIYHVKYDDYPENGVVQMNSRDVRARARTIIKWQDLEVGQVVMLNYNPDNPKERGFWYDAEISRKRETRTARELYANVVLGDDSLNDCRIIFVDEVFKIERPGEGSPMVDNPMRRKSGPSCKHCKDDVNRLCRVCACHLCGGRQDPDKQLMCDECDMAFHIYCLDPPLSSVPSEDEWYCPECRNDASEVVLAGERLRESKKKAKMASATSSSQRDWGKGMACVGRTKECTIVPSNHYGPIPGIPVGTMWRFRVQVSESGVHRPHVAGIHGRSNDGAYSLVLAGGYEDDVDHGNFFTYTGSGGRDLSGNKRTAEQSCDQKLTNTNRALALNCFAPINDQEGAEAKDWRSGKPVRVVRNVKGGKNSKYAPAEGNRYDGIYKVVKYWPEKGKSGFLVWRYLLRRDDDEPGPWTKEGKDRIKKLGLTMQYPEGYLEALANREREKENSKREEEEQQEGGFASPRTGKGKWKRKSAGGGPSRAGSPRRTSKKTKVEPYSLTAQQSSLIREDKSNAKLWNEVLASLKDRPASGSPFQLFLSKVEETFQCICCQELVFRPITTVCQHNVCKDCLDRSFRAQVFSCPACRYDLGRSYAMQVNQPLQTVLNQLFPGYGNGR
LEDGF integ inh: blocks HIV-1 LEDGF/p75-dependent DNA integration. TR-FRET IN-LEDGF/p75 DNA integration, Eu/Cy5. inhibition, % at 3.7 µM. actives 0.64% (n = 370,000). AID 743269;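 active = inhibition above the screen-wide mean plus 3 SD, cut at about 13% in these data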;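 also: signal is the Cy5 over europium emission ratio at 671 and 618 nm; 0% = plate median of compound wells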
Tn7 DDE FP: disrupts Tn7 cyclic peptide binding to fibrin D-Dimer-E complex; FP displacement of FITC-Tn7 peptide from fibrin DD(E); 0% = median of compound wells per plate; inhibition, % at 8.3 µM; actives 0.13% (n = 370,000);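 active = inhibition above the mean of compounds falling within the control limits plus 3 SD of them, cut at about 14% in these data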;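 also: 0% = plate median of compound wells and 100% = 10 µM Aha-Tn7 peptide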
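Assay system: human fibrin DD(E). Input: DD(E) 2 µM final. Medium: Tris buffer with calcium and detergent, pH 7.8. Compound dosing: single point at 8.3 µM. Timing: 10 min plus 3 h, room temperature. Technique: fluorescence polarization of the labelled Tn7 tracer. Read-out: percent inhibition. Replicates: singlicate testing.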
* hit, by the source's call; x = not tested or not shown.

SMILES	TCR-CD3 inh	PRMT1 inh	mABHD4 FP	HTRA1 inhibitor	TDP2 inh	SIAE inh	PG9 binder	UHRF1 binding	LEDGF integ inh	Tn7 DDE FP
O=[N+]([O-])c1ccc(Nc2nc(N/N=C\c3ccc4c(c3)OCO4)nc(N3CCCCC3)n2)cc1	2	0	2	-19	-4	-36	-3.0	1	1	-4
C=C(C)COc1ccc(-c2n[nH]c(C)c2-c2ccc(OC)cc2)c(O)c1	4	-2	-16	27	-19	-1	0.6	-2	-3	-1
CC1=C(C(=O)N2CCCCCC2)CC(CC(=O)NCCN2CCOCC2)C(=O)N1CCC1=CCCCC1 (configuration not stated)	0	-1	0	x	0	1	0.4	-2	3	8
COC(=O)c1ccc2nc(-c3ccc(C)cc3)c(Cc3ccc(C)cc3)n2c1	5	3	-3	x	-4	1	0.1	21*	3	-7
COc1ccc(S(=O)(=O)Nc2ccc3c(c2)n(C)c(=O)n3C)cc1	-5	3	9	-2	6	4	-0.9	13	0	1
O=C(c1cccc(S(=O)(=O)N2CCCC2)c1)N1CCN(c2ncccn2)CC1	-7	-5	-7	6	-13	-2	-2.5	11	0	-7
COc1ccc(N2CCN(S(=O)(=O)CCNC(=O)C3CC(=O)N(c4ccccc4)C3)CC2)cc1 (configuration not stated)	2	-2	2	2	-6	-2	-2.8	0	1	-5
Cc1ccccc1NC(=O)Cn1nnc2ccccc21	4	1	5	7	-2	-11	-0.8	2	-13	5

Some of these compounds in order of the LEDGF integ inh value, lowest first:
| compound | LEDGF integ inh |
| --- | --- |
| O=C(c1cccc(S(=O)(=O)N2CCCC2)c1)N1CCN(c2ncccn2)CC1 | 0 |
| O=[N+]([O-])c1ccc(Nc2nc(N/N=C\c3ccc4c(c3)OCO4)nc(N3CCCCC3)n2)cc1 | 1 |
| COC(=O)c1ccc2nc(-c3ccc(C)cc3)c(Cc3ccc(C)cc3)n2c1 | 3 |

Following part
SMILES	TCR-CD3 inh	PRMT1 inh	mABHD4 FP	HTRA1 inhibitor	TDP2 inh	SIAE inh	PG9 binder	UHRF1 binding	LEDGF integ inh	Tn7 DDE FP
O=C(NCc1cccc(F)c1)C1CCN(C(=O)c2sccc2-n2cccc2)CC1	-3	2	1	3	-5	-5	0.7	-1	1	1
COc1cc(SC#N)ccc1N=Cc1c(C)[nH]n(-c2ccc(Cl)cc2)c1=O	-5	6	-2	-4	1	-2	-1.0	0	-1	2
Cc1noc(C)c1S(=O)(=O)N1CCN(Cc2ccc3c(c2)OCO3)CC1	2	0	-3	3	-8	6	0.8	3	1	9
Cc1cccc(N=C2NC(=O)/C(=C/C=C/c3ccco3)S2)c1	-11	28*	-1	11	-16	15	-3.7	12	26*	-8
Cc1c(C(c2cccc(O)c2)c2c(C)n(C)n(-c3ccccc3)c2=O)c(=O)n(-c2ccccc2)n1C	8	0	4	13	3	6	0.4	-1	2	-4
O=C(CSc1nccc(-c2cccs2)n1)Nc1ccccc1	-2	-5	0	-9	13	-5	-3.6	0	2	-5
Cc1ccc(C(=O)O)cc1-n1c(=O)n(Cc2ccccc2)c(=O)c2[nH]cnc21	-2	-6	-13	10	-10	14	-2.7	1	8	-5
CCCCOC(=O)Nc1ccc(S(=O)(=O)Nc2cc(C)nc(C)n2)cc1	-10	7	-9	-3	-9	0	2.2	8	4	5
NC(=O)c1ccsc1NC(=O)c1ccco1	12	14	11	-1	-2	-2	-0.5	-3	-2	-4
COc1cc(Br)cc(C2C3=C(CCCC3=O)N(c3ccc(F)cc3)C3=C2C(=O)CCC3)c1O	4	0	4	3	-11	5	-0.1	0	-9	3
CCN(CC)c1ncnc2c1ncn2[C@H]1CN(Cc2ccncc2)C[C@@H](CO)O1	-1	-6	-3	x	3	0	-0.8	-1	4	4
CCN1CCN(C(=O)C(C)Nc2cc(Cl)c(OC)cc2OC)CC1 (configuration not stated)	-9	5	6	8	-4	2	-1.3	-1	-3	-7
CCc1ccc(NC(=O)C2C3/C=C\CCCCC32)cc1 (configuration not stated)	-3	-2	2	-6	4	9	-0.4	0	-1	-1
Cc1c(C(=O)NCc2ccc3c(c2)OCO3)oc2ccc(Br)cc12	4	-2	-19	-44	1	-10	0.9	1	-1	0
Cc1cc(C)n(-c2nc3c(c(=O)[nH]c(=O)n3C)n2CC(O)COc2ccccc2C)n1 (configuration not stated)	7	-4	4	0	0	5	-2.7	2	-1	11
O=C(NC1CCCC1)C(=O)N(Cc1cccnc1)C(C(=O)NCC1CCCO1)c1ccco1 (configuration not stated)	8	0	2	-5	-12	3	-1.9	26*	0	-2
CCOC(=O)C1CCN(C(=O)CSc2ccccc2Cl)CC1	-6	0	2	-2	-8	-4	-1.7	2	-3	5
CCCC(=O)NC(Nc1ccc(S(=O)(=O)Nc2cc(C)on2)cc1)(C(F)(F)F)C(F)(F)F	-2	-1	1	1	4	-2	0.5	1	-5	0
COCCCNC(=O)C[C@@H]1C[C@@]2(C(=O)OC)CCCCC=C2N(CCC2=CCCCC2)C1=O	6	-1	-2	x	0	5	-0.1	-1	6	-3
CCOC(=O)N1CCN(C(=O)CSCC(=O)Nc2nc(-c3ccccc3)cs2)CC1	2	-2	-4	2	-2	0	-2.7	-3	2	-1
CN(CC(=O)Nc1ccc(Cl)c(C(F)(F)F)c1)C(=O)C1CCN(C(=O)c2ccc(Cl)cc2)CC1	-3	-2	-14	-12	1	-3	-1.2	-3	-3	1
N/C(=N\OC(=O)COc1ccc(Cl)cc1Br)c1cccnc1	8	0	1	-9	-5	2	-0.5	2	2	8
Oc1ccc(/C=N/Nc2nn3cnnc3c3ccccc23)cc1	1	6	7	8	5	-6	-0.7	-5	3	-7
O=C(Nc1cc(Cl)ccc1N1CCOCC1)c1ccc(N2CCCCC2)c([N+](=O)[O-])c1	1	-3	-2	3	3	1	-1.5	-1	7	4
Cc1ccc(C2=NNC(C(O)C(O)C(O)C(O)CO)S2)cc1 (configuration not stated)	8	9	-1	-3	4	3	0.5	-2	-1	5
COCCCNC(=O)c1ccc(S(=O)(=O)c2ccc(C)cc2)c(NC(C)=O)c1	6	-3	1	-6	4	3	1.0	-2	-1	-1
O=C(CN1C2=NCCN2c2ccccc21)c1ccco1	-5	-1	4	2	10	-3	0.5	-2	2	2
Cc1ccccc1N(C(=O)CS(=O)CC(=O)Nc1ccc(F)cc1)C(C)C(=O)NC(C)(C)C (configuration not stated)	-2	-6	1	-5	-10	2	1.7	0	1	-6
Nc1nnc(SCCOc2ccccc2)s1	-6	3	1	7	7	6	0.9	2	-4	1
Cc1cccc(NC(=O)C2(c3cccs3)CCOCC2)n1	3	0	6	6	3	0	1.7	4	2	-3
O=C(CN1CCCCCC1=O)N1CCN(S(=O)(=O)c2cccs2)CC1	-3	-1	2	5	10	-2	0.7	5	-2	6
Cc1ccc(NC(=O)CCn2nc(C)cc2C)c(C)c1	-4	1	4	3	6	1	-0.9	2	4	-1
CCOC(=O)c1c(NC(=O)C2C3CCC(O3)C2C(=O)O)sc(C)c1-c1ccc(C)cc1 (configuration not stated)	0	9	2	5	0	-5	3.4	5	1	-2
CC(=O)c1c(C)[nH]c(C(=O)OCC(=O)N2CCN(c3ccccc3)CC2)c1C	1	-1	-1	3	8	1	-3.5	1	1	0
O=C(CCS(=O)(=O)c1ccccc1)Nc1ccc(-c2nc3ccccc3s2)cc1	-1	3	-1	-10	-3	-21	1.0	3	-3	-3
COc1ccc(N2CCN(C(=N)/C(C(C)=O)=C(\C)O)CC2)cc1	5	1	2	12	-2	4	-3.5	0	1	-2
COn1c(SCC(=O)N(C)C)nc2ccccc2c1=O	10	-3	7	-2	-10	9	0.7	-1	-1	-5
O=C(Cn1cnc2nc3n(c2c1=O)CCC3)NCc1ccccc1	2	0	1	-4	-2	-2	-1.0	2	-5	-3
Cc1ccccc1NC(=O)c1ccc(S(=O)(=O)N2CCCC2)cc1	-9	4	1	3	-2	-4	-0.6	5	-1	2
COc1ccccc1C(=O)Nc1ccc(-c2nnn(CC(=O)NCc3ccco3)n2)cc1	10	-4	-3	7	2	-6	6.6	1	0	5
N#Cc1cn(-c2ccccc2)nc1-c1ccco1	-5	18	-10	-9	-2	-5	0.9	3	3	-1
CCN1CCN(Cc2nc(N)nc(Nc3ccc(C)c(C)c3)n2)CC1	-8	-1	-1	-3	8	2	-0.2	0	2	-4
CC1CC(C)CN(C(=O)c2ccc(C(=O)c3ccccc3)cc2)C1 (configuration not stated)	8	1	4	-4	-8	4	-1.8	0	3	0
Nc1nc(NCCO)nc(N2CCCCCC2)c1[N+](=O)[O-]	-7	-2	-1	-9	-2	1	-2.5	1	0	-2
COc1cc2c(C(=O)NCc3ccccn3)cn(C)c(=O)c2cc1OC	1	1	-3	5	1	-2	0.0	14	-4	-2
O=C(CN1C(=O)CSC1=O)NC1CCCCC1	-4	1	10	-1	-6	-3	1.2	1	2	0
CCc1cc(=O)oc2c3c(cc(OCC(=O)NCCCOC)c12)OC(C)(C)CC3	4	-4	4	-1	-7	5	1.2	2	0	-2
CCN(C(=O)COC(=O)CCOc1ccccc1)c1c(N)n(Cc2ccccc2)c(=O)[nH]c1=O	2	-5	-1	2	10	8	-0.6	-3	-3	9
COC(=O)c1ccc(NC(=S)N(Cc2cccnc2)Cc2ccco2)cc1	-7	7	1	3	-5	-5	-0.2	2	-2	-4
CCOc1ccc(C(=O)Nc2ncn[nH]2)cc1	1	-2	0	6	-13	0	1.5	1	6	-8
CC1=C(C(=O)Nc2cccc(C(=O)N3CCN(c4cccc(C(F)(F)F)c4)CC3)c2)SCCO1	-8	4	8	-27	-4	3	-2.3	0	-3	-6
Cc1ccc(C(=O)NCCc2csc(C)n2)cc1	3	-3	3	1	4	1	-1.8	0	-4	5
CCOc1ccc(OCCCCNC(C)(C)C)cc1	5	-3	7	4	7	6	-2.5	-1	2	3
COc1ccccc1N1CCN(C(c2cc3ccc(C)cc3[nH]c2=O)c2nnnn2C2CCCC2)CC1 (configuration not stated)	1	10	3	5	-4	0	-1.4	1	-2	5
COC(=O)c1ccc2nc(NC(=O)CSCC(=O)OCC(=O)c3ccccc3)sc2c1	6	4	-14	-9	0	14	-3.5	13	1	-3
Cn1cc(S(=O)(=O)Nc2ccc(F)c(Cl)c2)c(=O)n(C)c1=O	7	-1	1	-2	-1	-1	1.8	1	-4	0
c1ccc(-c2nnc3oc(-c4cccs4)nn23)cc1	1	-3	-1	0	-4	-3	-2.5	-10	1	-9

Not a hit list. About 4.2% of those tested had a hit in this group.
